EWS-Fli inh – EWS/Fli-driven NR0B1 reporter inhibitors, primary screen, A673 cells, NR0B1 luciferase, luminescence, MLPCN library; inhibition, % at 12.6 µM; 350,000 tested, 0.67% active; viability-normalised;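 active means mean inhibition of at least 50% after viability correction, with every replicate also passing that limit; inconclusive means mean reaches 50% but only one of two replicates passes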;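 further: firefly luciferase signal divided by Alamar Blue viability fluorescence both relative to DMSO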
PAX8 reporter – inhibitors of PAX8-driven TPO luciferase reporter, primary screen, RMG-I cells, single concentration; SteadyGlo, 24 h; inhibition, % at 12.6 µM; 360,000 tested, 1.2% active;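 active means mean replicate inhibition at least 60% with every replicate also reaching 60%; inconclusive means only one of the two criteria is met; inactive means mean below 60% and not all replicates reaching 60%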;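 further: luciferase light reporting Pax8 driven TPO promoter activity; plate controls were median of neutral control wells for no effect and mitoxantrone controls for full effect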
FN deposition inh – inhibitors of fibronectin matrix deposition, primary screen, AH1F cells, Alexa488-fibronectin fluorescence, plate reader | 350,000 tested, 0.086% active | AID 743247, 2014 | AH1F fibroblasts, overnight | inhibition, % at 12.6 µM;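 active means mean inhibition across replicates of 30% or more, regardless of how many single replicates reach that level; inconclusive means mean under 30% yet at least half of replicates reach 30%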;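 further: positive control wells lacked labelled fibronectin entirely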
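Material: AH1F fibroblasts assembling fluorescent fibronectin matrix; amount: 10000 AH1F cells/well; medium: DMEM, 2% serum; reagent: Alexa488-fibronectin, 24 nM final in well; dosing: single compound dose, delivered by pin transfer; incubation: 1 h adhesion, overnight exposure; detection: fluorescence after three HBSS washes, excitation 485 nm, emission 525 nm; measure: fibronectin deposition inhibition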
INS-1E GSIS act – GLuc luminescence reporter in INS-1E cells, primary screen for activators of glucose-dependent secretion of insulin; activation, % at 16.6 µM; AID 743287, 2014; INS-1E GLuc reporter insulin secretion, 2-3 h; 370,000 tested, 0.61% active;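 active means lowest replicate activation of at least 40%, so every replicate reaches that level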;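 further: 0% = median of neutral control wells and 100% = median of IBMX positive control wells; some compounds called inactive have numbers as strong as hits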
F508del corr – F508del CFTR correction, initial screen, CFBE line, single point; activity (quench increase), % at 7.58 µM; CFBE cells, YFP halide quenching; stimulated with forskolin plus potentiator P3; % fluorescence drop versus neutral controls; 350,000 tested, 0.36% active; AID 720511, 2013;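 active means mean added fluorescence quench of at least 8% versus neutral control, with both replicates also reaching 8%; inconclusive means only one of the mean or replicate conditions met; inactive means mean below 8% and not both replicates reaching 8%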;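 further: cells transiently co-express mutant CFTR-F508del with the halide-sensitive YFP; corrector assay measuring rescue of mutant channel to the surface after 24 h compound exposure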
miR122 inh – miR-122 Renilla sensor signal increase in Huh7, primary screen, miR-122 inhibitor project, cell-based, single point, plate reader | Huh7 miR-122 Renilla luciferase sensor, 48 h; neutral wells = 0, positive control = 100 | activation (reporter increase), % at 12.5 µM | 340,000 tested, 0.3% active | AID 602342, 2012;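 active means mean replicate activation score at least 90 and every replicate individually at or above 90; inconclusive means only one of the two criteria met; inactive means neither criterion met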;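 further: higher luciferase means less miR-122 activity so hits act as miR-122 inhibitors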
DENV2 CPE – inhibitors of DENV2 cytopathic effect, primary screen, cell-based, plate reader, single concentration; CPE inhibition, % at 9.99 µM; AID 651640, 2012; DENV2-infected cells, cytopathic effect rescue; 350,000 tested, 1.7% active; in the data active means CPE inhibition above about 20%, passing the limit was not always enough; inconclusive means no clear call, values can overlap the other calls; tested in BHK-21 cells;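 further: 0% = median of neutral control wells and 100% = median of positive control wells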
* = called active by the depositor; ? = inconclusive; . = no result given; & = joins results of further samples; [ ] = dose if it differs, or a comment.

SMILES	EWS-Fli inh	PAX8 reporter	FN deposition inh	INS-1E GSIS act	F508del corr	miR122 inh	DENV2 CPE
[O-]c1n[n+](-c2ccc(Cl)cc2Cl)cc2ccccc12	0	13	.	-1	0.0	7	-2
COC(=O)[C@@]1(Cc2ccc(OC)cc2)[C@H]2c3cc(C(=O)N(C)C)[nH]c3C[C@H]2CN1C(=O)c1ccccc1	4	-5	-3	.	-1.3	66	1
COc1ccc(CCNC(=O)C(=O)NCC2OCCN2S(=O)(=O)c2ccc(OC)c(C)c2)cc1 (configuration not stated)	5	14	6	-20	1.1	-7	11
CCCNC(=O)C1(C)CCCN(C(=O)c2ccccc2F)C1 (configuration not stated)	9	8	-2	7	-3.3	1	-4
O=C(CC1N=C2c3ccccc3N=C(SCc3ccccc3Cl)N2C1=O)NCc1ccco1 (configuration not stated)	.	12	0	-16	.	17	.
Cc1ccccc1Nc1c([N+](=O)[O-])ccc2c1=NC1(CCCCC1)N=2	5	.	.	-6	0.8	3	7
COc1ccc(-n2ccc(=O)c(C(=O)Nc3ccc(S(=O)(=O)Nc4nccs4)cc3)n2)cc1	2	-9	-4	13	-1.1	7	?
O=C(CN1C2CCCC1CC(NC(=O)c1ccccc1)C2)Nc1ccccc1C(F)(F)F (configuration not stated)	19	20	7	-5	0.1	-12	0
CCCCC(=O)Nc1nc(C)c(C(C)=O)s1	-5	-12	-5	0	0.5	-6	2
COc1cccc(NC(=O)C2CSC3(C)CCC(=O)N23)c1 (configuration not stated)	-4	-6	-5	-4	3.3	.	-1
CNC(=O)n1cc(C)c(-c2cccs2)n1	-6	-22	-4	3	0.0	0	2
CN1CCN(C(c2ccc(Br)cc2)c2cc(Cl)c3cccnc3c2O)CC1 (configuration not stated)	.	40	-5	-32	-1.1	-4	4
COCCN(CCOC)Cc1cc(=O)oc2cc(OC)ccc12	-11	-18	2	-1	0.3	-2	-5
COCCN(C(=O)COC(=O)Cc1c(C)nc2ccccc2c1C)c1c(N)n(CC(C)C)c(=O)[nH]c1=O	-4	12	2	.	-4.6	.	13
OC[C@@H]1[C@@H](c2ccc(C#CC3(O)CCCC3)cc2)[C@@H]2CN(Cc3ccccc3F)CCCCN12	6	-10	.	-14	3.5	13[16.7 µM]	9
O=C(CCN1CCCCC1)NCC[C@@H]1CC[C@@H](NC(=O)Cc2cccnc2)[C@@H](CO)O1	1	6	-5	0	0.5	-13[16.7 µM]	-1
O=C(NC1CC1)c1ccc(-c2ccccc2)cc1	-72	-124	-5	4	0.2	.	-12
COc1cc(/C=N/NC(=O)c2cccnc2)ccc1OS(=O)(=O)c1ccc(F)cc1	.	.	-12	5	.	-1	.
CCC1Nc2ncnc(N3CCCCC3)c2N(Cc2ccc(C)cc2)C1=O (configuration not stated)	1&0	-25&3	-8&-13	-21&-1	-2.8&-6.0	-3&4	-7&-3
CC1(C)CC(=O)c2cc(N=C/C(C(=O)c3ccccc3)=C(\O)c3ccccc3)c(=O)oc2C1	-35	-32	8	28	-2.4	.	5
CCCOc1ccc(-c2nc(C#N)c(NCCCn3ccnc3)o2)cc1	.	.	8	-2	.	18	.
C[C@@H](C(=O)Nc1nc2ccccc2s1)N1C(=O)C2CC=CCC2C1=O (some centres not stated)	5	8	7	5	.	.	-2
COc1ccc(S(=O)(=O)Nc2ccc3c(c2)CC(=O)N([C@H](C)CO)C[C@@H](C)[C@@H](CN(C)Cc2ccc(Oc4ccccc4)cc2)O3)cc1	26	5	.	-1	3.8	-14[16.7 µM]	2
O=C(Nc1ccc(Cl)c(S(=O)(=O)N2CCOCC2)c1)c1ccc2c(c1)OCCO2	-15	-8	9	-7	0.1	7	1

Some of the entries above in a different format:
Value order – EWS-Fli inh, PAX8 reporter, FN deposition inh, INS-1E GSIS act, F508del corr, miR122 inh, DENV2 CPE
- COCCN(CCOC)Cc1cc(=O)oc2cc(OC)ccc12
  -11, -18, 2, -1, 0.3, -2, -5
- COCCN(C(=O)COC(=O)Cc1c(C)nc2ccccc2c1C)c1c(N)n(CC(C)C)c(=O)[nH]c1=O
  -4, 12, 2, ., -4.6, ., 13

Going on with the list.
SMILES	EWS-Fli inh	PAX8 reporter	FN deposition inh	INS-1E GSIS act	F508del corr	miR122 inh	DENV2 CPE
COc1ccc(C(=O)NNC(=O)C(=O)Nc2cccc3ccccc23)cc1	11	4	-5	-1	-0.5	.	15
Cc1cc(NC(=O)c2ccccc2)n(-c2nc3ccccc3[nH]2)n1	-1	-25	-1	2	2.3	-4	2
NC(=O)c1cnccn1	-9	-3	-3	.	4.4	-3	-3
CCC(=O)N[C@@H]1CC[C@@H](CCNC(=O)Nc2ccc(F)cc2)O[C@@H]1CO	10&-4	-3&-12	1&-2	3&9	-1.7&0.7	.	1&4
CC[C@]12c3[nH]c4ccccc4c3CCN1C(=O)C(CC(=O)NCCC1=CCCCC1)C[C@@H]2C(=O)N1CCN(C(=O)c2ccco2)CC1 (some centres not stated)	3	27	-8	-31	2.3	-3	7
Cc1cc(C)cc(NC(=O)CSCc2cnn(-c3ccccc3)c2-n2cccc2)c1	.	14	0	.	.	-2	.
O=C(Nc1ccc(NC(=O)C2CC2)nc1)c1ccco1	.	-45	5	.	.	-3	.
O=C(COC(=O)c1ccc(Cl)nc1)Nc1cccnc1Cl	-1	-13	-4	5	2.2	-4	6
O=C(CSc1ncnc2sccc12)NCc1ccc2c(c1)OCO2	1	7	-7	2	-3.1	.	1
CN(C)CC#Cc1cccc(-c2nc(C(=O)N[C@@H]3CCN(Cc4ccccc4)C3)cc3c2[C@H](CCO)N(S(=O)C(C)(C)C)C3)c1 (some centres not stated)	6	3	.	.	3.6	.	48*
O=C(NC1CC1)C1=C[C@@H](c2ccc(Br)cc2)C[C@@H](OCCCCO)O1	-8	-19	10	.	3.9	-9	-6
CCOC(=O)Cc1c(Sc2ccccc2)c2ccccc2n1C	3	4	-4	-8	1.9	.	-2
C[C@@H]1CN([C@@H](C)CO)C(=O)c2cc(NS(=O)(=O)c3ccccc3)ccc2O[C@@H](C)CCCCO[C@H]1CN(C)Cc1ccc(C(F)(F)F)cc1	9	?	-14	-21	-0.6	-4[16.7 µM]	-2
O=C(C[C@H]1C[C@H]2c3cc(NS(=O)(=O)c4ccccc4)ccc3O[C@H]2[C@H](CO)O1)N1CCOCC1	7	-15	5	9	-1.0	1[16.7 µM]	0
CC(C)c1cc(Cn2c3ccccc3c(=O)n2C(C)CBr)on1 (configuration not stated)	11	-13	7	5	-2.2	-1	11
CC1CCN(C(=O)c2ncn3c2C(=O)N[C@H](C)C3)CC1	0	5	-5	.	0.3	.	2
CSc1ccc(/C=C2\C(=N)N3N=C(CC(=O)N4CCCCC4)SC3=NC2=O)cc1	3	26	8	16	-3.3	.	-1
CCCC(=O)Nc1ccc2c(c1)C(=O)N(C)C[C@@H](OC)[C@@H](C)CN(Cc1nccs1)[C@@H](C)CO2	5	-4	14	-3	1.4	.	2
COc1ccc(CCNC(=O)C2CCCN(C(=O)N(C)C)C2)c(OC)c1 (configuration not stated)	0	.	.	1	2.3	-5	3
NNc1nc(C(F)(F)F)nc2ccccc12	2	6	-1	43	0.1	.	.
COc1ccc(C2SCC(=O)N2CC23CC4CC(CC(C4)C2)C3)cc1 (configuration not stated)	17	.	.	9	-3.4	-5	.
COc1ccc(S(=O)(=O)N2CCN(Cc3cc(OC)c(O)c(OC)c3)CC2)cc1	6	0	0	14	0.3	.	2
Cc1nn(CCC(=O)Nc2cccc(C#N)c2)c(C)c1S(=O)(=O)N1CCCCC1	.	-1	2	15	1.8	-7	7
CCNC(=O)Nc1ccc2c(c1)C(=O)N(C)[C@H]1CC[C@H](CC(=O)Nc3ccccc3)O[C@H]1CO2	-4	-15	-24	6	1.2	0[16.7 µM]	11
CC(C)n1nnc2c(=O)oc3ccccc3c21	.	9	7	-27	.	-3	.
CSCCC(NC(=O)OCc1ccccc1)C(=O)NC(Cc1c[nH]c2ccccc12)C(=O)O (configuration not stated)	9	10	5	17	3.6	.	?
CN(C)C(=O)C(OC(=O)c1ccc2c(c1)CCCC2)c1ccccc1 (configuration not stated)	0	-17	3	-6	-1.4	4	-4
COc1ccc(OC)c(CC(=O)Nc2ccc3c(c2)c(=O)n(C)n3Cc2cccc(C(F)(F)F)c2)c1	1	3	2	-14	-0.7	-2	-1
CC(=O)Oc1c(-c2ccco2)oc2ccccc2c1=O	-13	5	2	-13	1.5	.	7
CNC[C@H]1OCCCC[C@@H](C)Oc2ccc(NC(=O)Nc3cccc4ccccc34)cc2C(=O)N([C@H](C)CO)C[C@@H]1C	1	8	.	3	0.1	12[16.7 µM]	-2
C[C@H]1CCCCO[C@H](CN(C)C(=O)Nc2ccc(F)cc2)[C@@H](C)CN([C@@H](C)CO)C(=O)c2cc(NC(=O)C3CCCCC3)ccc2O1	6	13	.	-2	-0.8	-6[16.7 µM]	3
C[C@@H]1CN([C@H](C)CO)C(=O)c2cccc(NC(=O)Nc3ccccc3)c2O[C@@H]1CN(C)Cc1ccc(C(=O)Nc2ccccc2N)cc1	46	46	.	4	-2.2	59[16.7 µM]	0
CN(C(=O)c1ccccc1OCc1ccc(F)cc1)c1c(N)n(Cc2ccccc2)c(=O)[nH]c1=O	2	5	0	29	-2.0	-3	-4
CC=Cc1ccc2n(c1=O)C[C@@H]1[C@@H](CO)[C@H](C(=O)NCc3ccccc3F)N(CC)[C@H]21 (mixture of isomers)	5	.	.	1	1.2	-6[16.7 µM]	13
Cc1ccc(S(=O)(=O)N[C@@H]2CCCN(Cc3ccc(OCCO)cc3)C2)cc1	-3	-3	.	.	0.6	.	-4
O=C(C[C@H]1CC[C@@H]2[C@H](COC[C@H](O)CN2Cc2nccs2)O1)NCc1ccccc1	-1	-18	-4	2	-1.8	-1[16.7 µM]	?
CC(C)(C)NC(=O)CN1CCN(C(=O)CCl)CC1	17	10	19	15	1.7	.	.
C[C@@H]1[C@H]2CCCC[C@H]2CN(C(=O)OC(C)(C)C)[C@@H]1c1cn(Cc2ccccc2)c2ccc(F)cc12	-1	-5	9	5	2.0	-2	1
O=C(NNC(=O)C1CCC1)c1ccc(Cl)cc1	-5	0	11	23	-1.5	-4	-1
COc1ccc(NC(=O)N(C)C[C@@H]2Oc3ccc(NS(=O)(=O)c4c(C)noc4C)cc3CC(=O)N([C@@H](C)CO)C[C@H]2C)cc1	3	11	.	3	4.7	-1[16.7 µM]	10
COc1ccccc1-c1noc(CCC(=O)N2CCN(c3cc(C)ccc3C)CC2)n1	-3	4	1	-33	-0.6	-3	-7
Nc1ccccc1SCC(=O)Nc1ccc2c(c1)OCO2	-47	-102	0	0	0.6	-4	3
OCC[C@H]1C[C@H](O)[C@@H](O)[C@]2(OCc3ccccc32)O1	3	11	5	-1	-4.1	0	-3
CC1CCN(C(=O)CSc2nc(=O)n3ccccc3n2)CC1	11	-9	-7	31	-3.9	1	7
CCC(=O)N[C@H]1CC[C@@H](CCNS(=O)(=O)c2ccc(Cl)cc2)O[C@H]1CO	1	2	.	8	-2.8	.	0
O=C(O)c1nn2cc(CCO)cnc2c1Cl	-10	-14	.	-2	.	2	6
CC(=O)Nc1ccc(/C=C(\C#N)C(=O)NC2CCCCC2)cc1	7	4	-1	-5	2.9	.	-5

Source: PubChem

Random draw from the library; 3.9% or so of the library scored in one or more.
